All columns: NCI-60 one-dose screen, growth in % after 48 h at 10 µM unless noted; 100 = growth as untreated, 0 = no growth, -100 = all killed.
NCI/ADR-RES = NCI/ADR-RES ovarian cells; 81,000 tested, 4.4% active
OVCAR-8 = OVCAR-8 ovarian cancer; AID 1794782; 81,000 tested, 4.4% active
NCI-H23 = NCI-H23 lung cancer; 80,000 tested, 4% active
SK-OV-3 = SK-OV-3 ovarian cancer cells | 80,000 tested, 3.2% active | AID 1794785
NCI-H522 = NCI-H522 lung cancer; 78,000 tested, 8% active; AID 1794739
OVCAR-5 = OVCAR-5 ovarian cancer. 82,000 tested, 2.9% active
IGROV1 = IGROV1 ovarian cancer | 79,000 tested, 4.7% active
OVCAR-3 = OVCAR-3 ovarian cancer; 79,000 tested, 7% active; AID 1794787
OVCAR-4 = OVCAR-4 ovarian cancer cells | 80,000 tested, 3.7% active | AID 1794784
* = called active by the depositor. Rule for the calls: active = growth percent below 10; inactive = the rest.

For CC(C)(C)c1ccc(OC(=O)c2ccc([N+](=O)[O-])cc2)cc1 the results were NCI/ADR-RES 107, OVCAR-8 102, NCI-H23 105, SK-OV-3 106, NCI-H522 89, OVCAR-5 105, IGROV1 106, OVCAR-3 110 and OVCAR-4 113.
`O=C(Nc1ccccc1Cl)c1ccccc1CC(O)(c1ccccc1)c1ccccc1` gave NCI/ADR-RES 15, OVCAR-8 105, NCI-H23 68, SK-OV-3 88, NCI-H522 60, OVCAR-5 72, IGROV1 67, OVCAR-3 88 and OVCAR-4 68.
`Cc1nn(-c2ccc(F)cc2)c2nc[nH]c(=O)c12` gave NCI/ADR-RES 101, OVCAR-8 100, NCI-H23 96, SK-OV-3 103, NCI-H522 95, OVCAR-5 110, IGROV1 95, OVCAR-3 106 and OVCAR-4 108.
`O=C1/C(=C/c2cc(Cl)cc(I)c2O)Cc2cc3c(cc21)OCO3` gave NCI/ADR-RES 103, OVCAR-8 106, NCI-H23 92, SK-OV-3 112, NCI-H522 101, OVCAR-5 97, IGROV1 104 and OVCAR-4 100.
For C=CCn1cc(-c2nc3ccccc3s2)c2cc(-c3ccc4c5c(cccc35)C(=O)N(c3ccc(F)cc3)C4=O)ccc21 the results were NCI/ADR-RES 105, OVCAR-8 100, NCI-H23 100, SK-OV-3 108, NCI-H522 94, OVCAR-5 99, IGROV1 92, OVCAR-3 107 and OVCAR-4 100.
`CCOC(=O)c1c(NC(=O)c2ccccc2C(F)(F)F)sc2c1CCC(=O)C2` gave NCI/ADR-RES 11, OVCAR-8 38, NCI-H23 23, SK-OV-3 100, NCI-H522 5.0*, OVCAR-5 21, IGROV1 29, OVCAR-3 12 and OVCAR-4 17.
O=C(CN1CCN(c2cccc(Cl)c2)CC1)N1CCN(c2nnc(-c3ccc(Cl)cc3)c(-c3ccc(Cl)cc3)n2)CC1 was read as NCI/ADR-RES 71, NCI-H23 88, SK-OV-3 105, OVCAR-5 96, OVCAR-3 73 and OVCAR-4 77.
Screening CC1=NN(c2nc(-c3c(O)cc(C)oc3=O)cs2)C(=O)/C1=C\c1ccc(N(C)C)cc1 returned NCI/ADR-RES 92, OVCAR-8 91, NCI-H23 98, SK-OV-3 100, NCI-H522 104, OVCAR-5 95, IGROV1 113, OVCAR-3 93 and OVCAR-4 86.
`CCOC(=O)Cn1c(C(C)C)nc2ccccc21` gave NCI/ADR-RES 103, OVCAR-8 104, NCI-H23 100, SK-OV-3 87, NCI-H522 84, OVCAR-5 94, IGROV1 105, OVCAR-3 108 and OVCAR-4 103.
NS(=O)(=O)c1ccc(-n2cc(CN3CCNCC3)nn2)cc1 was read as NCI/ADR-RES 111, OVCAR-8 110, NCI-H23 106, SK-OV-3 110, NCI-H522 98, OVCAR-5 106, IGROV1 112, OVCAR-3 111 and OVCAR-4 105.
For O=C(O)N1CCc2c(sc3ccccc23)C1 the results were NCI/ADR-RES 92, OVCAR-8 100, NCI-H23 96, SK-OV-3 113, NCI-H522 77, OVCAR-5 93, IGROV1 73, OVCAR-3 112 and OVCAR-4 89.
For C=C(C=O)[C@@H]1CC[C@]2(C)[C@H](CC[C@@H]3[C@H]4[C@H]5OC(=O)[C@@]4(CCC5(C)C)CC[C@]32C)[C@@]1(C)CCC#N the results were NCI/ADR-RES 92, OVCAR-8 96, NCI-H23 101, SK-OV-3 104, NCI-H522 95, OVCAR-5 118, IGROV1 107, OVCAR-3 93 and OVCAR-4 80.
For CCn1c(-c2cc3c([nH]c4ccccc43)c(-c3cccc(O)c3)n2)n[nH]c1=S the results were NCI/ADR-RES 65, OVCAR-8 41, NCI-H23 68, SK-OV-3 56, NCI-H522 -11*, OVCAR-5 98, IGROV1 54, OVCAR-3 29 and OVCAR-4 55.
`Clc1nc(Cl)c2c(ccn2Cc2ccccc2)n1` gave NCI/ADR-RES 103, OVCAR-8 97, NCI-H23 93, SK-OV-3 97, NCI-H522 85, OVCAR-5 103, IGROV1 96, OVCAR-3 108 and OVCAR-4 107.
For COc1ccc2occ(C3=C(c4c[nH]c5ccccc45)C(=O)NC3=O)c2c1 the results were NCI/ADR-RES 21, OVCAR-8 64, NCI-H23 62, NCI-H522 33, OVCAR-5 69, IGROV1 41, OVCAR-3 27 and OVCAR-4 -24*.
For O=C(O)Cn1cc(I)c(=O)c(I)c1 the results were OVCAR-8 102, NCI-H23 105, SK-OV-3 111, NCI-H522 95, OVCAR-5 112, IGROV1 119, OVCAR-3 126 and OVCAR-4 117.
O=C(COc1cc(O)c2c(=O)cc(-c3ccccc3)oc2c1)Nc1cccnc1 was read as NCI/ADR-RES 85, OVCAR-8 81, NCI-H23 85, SK-OV-3 100, NCI-H522 71, OVCAR-5 179, IGROV1 101, OVCAR-3 91 and OVCAR-4 92.
`C=CCNC(=O)OC(C)C` gave NCI/ADR-RES 110, OVCAR-8 103, NCI-H23 106, SK-OV-3 109, OVCAR-5 100, IGROV1 108, OVCAR-3 114 and OVCAR-4 115.
`Oc1ccc2ccccc2c1CNc1ccc(Cl)cc1` gave NCI/ADR-RES 86, OVCAR-8 91, NCI-H23 87, SK-OV-3 93, NCI-H522 57, OVCAR-5 72, IGROV1 81, OVCAR-3 93 and OVCAR-4 83.
`Cc1cnnc(N)n1` gave NCI/ADR-RES 116, OVCAR-8 105, NCI-H23 113, SK-OV-3 110, NCI-H522 112, OVCAR-5 105, IGROV1 99, OVCAR-3 96 and OVCAR-4 111.

Next section; the last 4 above are carried over.
O=C(COc1cc(O)c2c(=O)cc(-c3ccccc3)oc2c1)Nc1cccnc1 was read as NCI/ADR-RES 85, OVCAR-8 81, NCI-H23 85, SK-OV-3 100, NCI-H522 71, OVCAR-5 179, IGROV1 101, OVCAR-3 91 and OVCAR-4 92.
`C=CCNC(=O)OC(C)C` gave NCI/ADR-RES 110, OVCAR-8 103, NCI-H23 106, SK-OV-3 109, OVCAR-5 100, IGROV1 108, OVCAR-3 114 and OVCAR-4 115.
`Oc1ccc2ccccc2c1CNc1ccc(Cl)cc1` gave NCI/ADR-RES 86, OVCAR-8 91, NCI-H23 87, SK-OV-3 93, NCI-H522 57, OVCAR-5 72, IGROV1 81, OVCAR-3 93 and OVCAR-4 83.
`Cc1cnnc(N)n1` gave NCI/ADR-RES 116, OVCAR-8 105, NCI-H23 113, SK-OV-3 110, NCI-H522 112, OVCAR-5 105, IGROV1 99, OVCAR-3 96 and OVCAR-4 111.
`CC1=N/C(=C\c2ccc(C(C)C)cc2)C(=O)N1CCc1ccc(S(N)(=O)=O)cc1` gave NCI/ADR-RES 100, OVCAR-8 111, NCI-H23 105, SK-OV-3 116, NCI-H522 95, OVCAR-5 97, IGROV1 104, OVCAR-3 108 and OVCAR-4 108.
Screening O=C(/C(=C/c1ccccc1)CN1CCCCC1)c1ccccc1 returned NCI/ADR-RES 4.8*, OVCAR-8 11, NCI-H23 -52*, SK-OV-3 31, NCI-H522 -84*, OVCAR-5 -66*, IGROV1 -7.9*, OVCAR-3 -93* and OVCAR-4 12.
Screening COc1ccc(-c2nc(SC(C)C)nc(Oc3ccc(/C=C4/SC(=O)NC4=O)cc3)c2C#N)cc1 returned NCI/ADR-RES 89, OVCAR-8 90, NCI-H23 82, SK-OV-3 124, NCI-H522 77, OVCAR-5 107, IGROV1 108 and OVCAR-4 79.
COc1cc(Nc2ccnc(N3CCN(c4ccnc5cc(Cl)ccc45)CC3)n2)cc(OC)c1 was read as NCI/ADR-RES 7.2*, OVCAR-8 1.1*, NCI-H23 9.6*, SK-OV-3 6.6*, NCI-H522 -23*, OVCAR-5 31, IGROV1 3.2*, OVCAR-3 15 and OVCAR-4 30.
`CC1=C(C(=O)c2ccccc2)C(c2cccc(Cl)c2Cl)n2c(nc3ccccc32)N1` (centres undefined) gave NCI/ADR-RES 19, OVCAR-8 26, NCI-H23 63, SK-OV-3 34, NCI-H522 50, OVCAR-5 60, IGROV1 78, OVCAR-3 36 and OVCAR-4 65.
Cn1cc2c(c1)-c1oncc1CC2 was read as NCI/ADR-RES 102, OVCAR-8 105, NCI-H23 106, SK-OV-3 109, NCI-H522 110, OVCAR-5 100, IGROV1 103, OVCAR-3 112 and OVCAR-4 111.
Screening C#CC(O)CC (centres undefined) returned NCI/ADR-RES 109, OVCAR-8 107, NCI-H23 107, SK-OV-3 102, NCI-H522 95, OVCAR-5 104, IGROV1 112, OVCAR-3 116 and OVCAR-4 106.
Screening CCn1c(SCC(=O)N/N=C/c2ccccc2)nc2c1c(=O)n(C)c(=O)n2C returned NCI/ADR-RES 102, OVCAR-8 102, NCI-H23 102, SK-OV-3 114, NCI-H522 92, OVCAR-5 95, IGROV1 96, OVCAR-3 107 and OVCAR-4 96.
`O=[N+]([O-])c1cc[n+]([O-])cc1` gave NCI/ADR-RES 103, OVCAR-8 103, NCI-H23 100, SK-OV-3 130, NCI-H522 83, OVCAR-5 145, IGROV1 107, OVCAR-3 114 and OVCAR-4 111.
CCNC1(C(=O)O)CCCCC1 was read as NCI/ADR-RES 107, OVCAR-8 100, NCI-H23 100, SK-OV-3 111, NCI-H522 92, OVCAR-5 110, IGROV1 104, OVCAR-3 114 and OVCAR-4 111.
Screening CCN(Cc1cccc(S(=O)(=O)[O-])c1)c1ccc(C(=C2C=CC(=[N+](CC)Cc3cccc(S(=O)(=O)O)c3)C=C2)c2ccccc2S(=O)(=O)O)cc1 returned NCI/ADR-RES 102, OVCAR-8 104, NCI-H23 97, SK-OV-3 102, NCI-H522 99, OVCAR-5 94, IGROV1 110, OVCAR-3 102 and OVCAR-4 93.
For CCC(=O)Oc1ccc(-c2ccccc2)cc1Br the results were NCI/ADR-RES 110, OVCAR-8 106, NCI-H23 101, SK-OV-3 120, NCI-H522 108, OVCAR-5 104, IGROV1 112, OVCAR-3 114 and OVCAR-4 105.
CCCCCN(C)c1ncnc2[nH]ncc12 was read as NCI/ADR-RES 97, OVCAR-8 102, NCI-H23 97, SK-OV-3 108, NCI-H522 91, OVCAR-5 83, IGROV1 109, OVCAR-3 106 and OVCAR-4 94.
Cc1cc(NCCCN(C)C)c2ccc3c(ccc4c(NCCCN(C)C)cc(C)nc43)c2n1 was read as NCI/ADR-RES -10*, OVCAR-8 -25*, NCI-H23 -45*, SK-OV-3 -39*, NCI-H522 -73*, OVCAR-5 -15*, IGROV1 -73*, OVCAR-3 -58* and OVCAR-4 -34*.
Fc1ccccc1-c1nc(-c2nc3ccccc3[nH]2)c2ccccn12 was read as NCI/ADR-RES 57, OVCAR-8 57, NCI-H23 82, SK-OV-3 97, NCI-H522 70, OVCAR-5 101, IGROV1 46, OVCAR-3 92 and OVCAR-4 79.
`O=C(/C=C/c1ccc(F)cc1)Nc1ccc(C=C2c3ccccc3C(=O)c3ccccc32)cc1` gave NCI/ADR-RES 58, OVCAR-8 73, NCI-H23 64, SK-OV-3 85, NCI-H522 53, OVCAR-5 86, IGROV1 98, OVCAR-3 65 and OVCAR-4 55.
CCCOc1cc(C)c(C(=O)Oc2ccccc2C(=O)O)c(C)c1 was read as NCI/ADR-RES 113, OVCAR-8 101, NCI-H23 109, SK-OV-3 109, NCI-H522 87, OVCAR-5 114, IGROV1 105, OVCAR-3 113 and OVCAR-4 115.
Cc1ccc(-n2c(SCCc3c[nH]c4ccccc34)nnc2-c2ccncc2)cc1 was read as NCI/ADR-RES 91, OVCAR-8 91, NCI-H23 98, SK-OV-3 95, NCI-H522 96, OVCAR-5 103, IGROV1 90 and OVCAR-4 93.
`CC(=O)OC1=CC(=O)c2ccccc2C1=O` gave NCI/ADR-RES 92, OVCAR-8 94, NCI-H23 82, SK-OV-3 97, OVCAR-5 112, IGROV1 92, OVCAR-3 101 and OVCAR-4 96.
